Compound activity: PubChem, Broad Institute
EWS-Fli inh – EWS/Fli-driven NR0B1 reporter inhibitors, primary screen, A673 cells, NR0B1 luciferase, luminescence, MLPCN library; viability-normalised; inhibition, % at 12.6 µM; actives 0.67% (n = 350,000);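 active = mean inhibition of at least 50% after viability correction, with every replicate also passing that limit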;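 note: firefly luciferase signal divided by Alamar Blue viability fluorescence both relative to DMSO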
S100A4 inh HTS – inhibitors of S100A4-myosin IIA peptide binding, primary screen, biochemical, fluorescence polarization, TAMRA-MyoIIA peptide; inhibition, % at 10.7 µM; actives 0.14% (n = 360,000); AID 652163, 2013;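 active = mean inhibition of at least 70% across replicates, with every replicate also reaching that level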
Target sequence (P26447 whole entry, looked up): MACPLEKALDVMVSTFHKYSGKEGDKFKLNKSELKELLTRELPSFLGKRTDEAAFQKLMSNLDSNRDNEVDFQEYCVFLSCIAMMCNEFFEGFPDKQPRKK
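Test system: S100A4 monomer protein. Medium: HEPES buffer with Ca2+, pH 7.2. Reagent: fluorescent myosin IIA peptide, 5 nM. Compound dosing: single-point compound testing. Timing: 5 min between mix addition and reading. Benchmarks: DMSO neutral and TFP positive wells.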
ERAP1 inh – human ERAP1 aminopeptidase inhibitors, primary screen, biochemical, single point, plate reader | actives 0.15% (n = 340,000) | recombinant ERAP1, Leu-AMC fluorescence, 60 min | Endoplasmic reticulum aminopeptidase 1 (Homo sapiens), Q9NZ08 | inhibition, % at 10.7 µM;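 active = mean replicate inhibition of at least 30%, or all replicates individually reaching that 30% level; inactive = mean below 30% and not every replicate reaching it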;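 note: 0% = neutral control wells and 100% = L-leucinethiol positive control wells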
Target sequence (Q9NZ08 whole entry, looked up): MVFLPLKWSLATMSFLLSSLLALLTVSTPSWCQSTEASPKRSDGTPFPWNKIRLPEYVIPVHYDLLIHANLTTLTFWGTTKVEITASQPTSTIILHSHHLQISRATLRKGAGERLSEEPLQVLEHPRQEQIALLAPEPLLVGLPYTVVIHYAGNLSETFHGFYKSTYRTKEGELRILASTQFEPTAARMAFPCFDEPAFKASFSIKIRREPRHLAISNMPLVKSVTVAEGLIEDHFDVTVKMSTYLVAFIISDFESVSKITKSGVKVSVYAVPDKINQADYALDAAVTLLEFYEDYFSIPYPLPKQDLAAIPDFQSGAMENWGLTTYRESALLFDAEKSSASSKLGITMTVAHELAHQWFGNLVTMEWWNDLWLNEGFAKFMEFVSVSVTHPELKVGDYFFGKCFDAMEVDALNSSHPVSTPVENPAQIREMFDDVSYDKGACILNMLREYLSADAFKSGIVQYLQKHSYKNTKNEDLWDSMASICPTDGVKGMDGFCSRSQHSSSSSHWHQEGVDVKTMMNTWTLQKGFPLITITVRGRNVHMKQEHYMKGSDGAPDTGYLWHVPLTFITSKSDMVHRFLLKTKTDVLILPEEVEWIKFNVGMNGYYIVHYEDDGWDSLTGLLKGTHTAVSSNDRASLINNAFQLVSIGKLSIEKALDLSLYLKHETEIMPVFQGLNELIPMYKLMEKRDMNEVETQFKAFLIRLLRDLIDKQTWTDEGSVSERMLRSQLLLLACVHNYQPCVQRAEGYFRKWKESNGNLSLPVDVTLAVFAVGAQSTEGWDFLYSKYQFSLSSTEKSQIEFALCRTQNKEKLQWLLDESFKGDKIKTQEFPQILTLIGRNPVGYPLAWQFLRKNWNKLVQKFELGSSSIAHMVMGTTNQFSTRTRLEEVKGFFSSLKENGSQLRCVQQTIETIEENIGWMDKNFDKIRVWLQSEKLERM
PglD DTNB – C. jejuni PglD acetyltransferase inhibitors, primary screen, biochemical, DTNB colorimetric, single point; inhibition, % at 12.5 µM; actives 0.098% (n = 360,000); UDP-N-acetylbacillosamine N-acetyltransferase PglD (Campylobacter jejuni); purified PglD enzyme, DTNB colorimetric CoA detection; AID 602405, 2012; in the data active = inhibition above about 16%, passing the limit was not always enough; note: strong numbers were not always called active
FN deposit inh – inhibitors of fibronectin matrix deposition, primary screen, AH1F cells, Alexa488-fibronectin fluorescence, plate reader | AH1F fibroblasts, overnight | inhibition, % at 12.6 µM | actives 0.086% (n = 350,000) | AID 743247, 2014;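 active = mean inhibition across replicates of 30% or more, regardless of how many single replicates reach that level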;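 note: positive control wells lacked labelled fibronectin entirely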
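Material – AH1F fibroblast monolayer, labelled fibronectin deposition · Reagent – labelled fibronectin 24 nM · Timing – 1 h adhesion, overnight exposure · Measured by – fluorescence at 485 nm excitation, 525 nm emission · Read-out – inhibition of fibronectin deposition signal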
PGC1a acetyl inh – inhibitors of PGC1a acetylation signal, primary screen, cell-based, U2OS, AlphaScreen, inhibitor mode; AID 651687, 2012; inhibition, % at 15.6 µM; actives 0.17% (n = 350,000); AlphaScreen anti-acetyl-lysine; with virally co-expressed GCN5 acetyltransferase;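 active = every replicate shows inhibition of at least 40%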;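 note: 0% = neutral control wells and 100% = positive control wells; some results beyond the cut were filed as inactive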
PAX8 reporter – inhibitors of PAX8-driven TPO luciferase reporter, primary screen, RMG-I cells, single concentration; SteadyGlo, 24 h; inhibition, % at 12.6 µM; actives 1.2% (n = 360,000); AID 652154, 2013;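 active = mean replicate inhibition at least 60% with every replicate also reaching 60%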;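 note: luciferase light reporting Pax8 driven TPO promoter activity; plate controls were median of neutral control wells for no effect and mitoxantrone controls for full effect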
LGR2 antag – inhibitors of bursicon-induced LGR2 CRE-luciferase signal, primary screen, cell-based, HEK293, CRE-luciferase reporter, bursicon stimulation. bursicon-stimulated, 4 h. inhibition, % at 9.99 µM. actives 0.35% (n = 380,000);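 active = drop in luminescence signal, shown as inhibition above about 50% in the replicate tests, limit read from the data, passing the limit was not always enough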;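 note: agonist challenge used bursicon conditioned medium at about half maximal strength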
* marks the source's active call; other numbers are inactive results; / = not tested or not shown; & = joins results of further samples.

The first 2 compounds (preview)
SMILES | EWS-Fli inh | S100A4 inh HTS | ERAP1 inh | PglD DTNB | FN deposit inh | PGC1a acetyl inh | PAX8 reporter | LGR2 antag
O=C(COC(=O)Cn1cnc2ccccc21)Nc1ccc(Br)cc1 | -6.9 | 0.1 | 3.6 | -3.5 | -16.3 | 4.6 | 7.4 | /
C#CCNC(=O)C1=C[C@@H](C2CCCCC2)C[C@@H](OCc2ccc(CO)cc2)O1 | 10.4&14.7 | -7.9&-0.3 | 0.5&-1.5 | -2.6&4.7 | 5.8 | -12.2&-18.9 | 11.8&-3.4 | 4.2

Main list (from the top)
SMILES | EWS-Fli inh | S100A4 inh HTS | ERAP1 inh | PglD DTNB | FN deposit inh | PGC1a acetyl inh | PAX8 reporter | LGR2 antag
O=C(COC(=O)Cn1cnc2ccccc21)Nc1ccc(Br)cc1 | -6.9 | 0.1 | 3.6 | -3.5 | -16.3 | 4.6 | 7.4 | /
C#CCNC(=O)C1=C[C@@H](C2CCCCC2)C[C@@H](OCc2ccc(CO)cc2)O1 | 10.4&14.7 | -7.9&-0.3 | 0.5&-1.5 | -2.6&4.7 | 5.8 | -12.2&-18.9 | 11.8&-3.4 | 4.2
O=C(N/C(=C/C=C/c1ccccc1)C(=O)N1CCOCC1)c1ccccc1Cl | 1.4 | -5.1 | 4.8 | / | -10.9 | 2.1 | 15.0 | 10.8
FC(F)(F)c1cccc(CN2CCC(c3cc(-c4cccs4)n[nH]3)CC2)c1 | 19.8 | -1.2 | -0.8 | / | -4.1 | -13.4 | 28.9 | 2.6
COCC(=O)Nc1ccc2c(c1)C(=O)N(C)C[C@H](OC)[C@H](C)CN(CCc1ccccc1)[C@H](C)CO2 | 4.3 | 4.0 | -1.8 | 0.7 | -0.4 | 3.6 | -0.8 | -30.7
Cc1cc(C)nc(SC2c3cccc4cccc(c34)C2NS(=O)(=O)c2ccccc2)n1 (stereo not given) | / | / | / | -1.4 | -4.8 | / | 4.4 | 7.5
C=CCN1C(=O)[C@]2(O[C@H](CCn3cc([C@H](O)c4ccccc4)nn3)[C@@H]([Si](C)(C)c3ccc(OC)cc3)[C@@H]2C)c2cc(N3CCOC3=O)ccc21 | 15.7 | -52.3 | -7.1 | 21.3 | / | / | 0.8 | /
CN(C(=O)C1CC1)c1ccccc1 | -11.6 | -7.0 | -1.5 | / | 0.8 | / | 6.3 | -8.9
O=C(c1ccc(F)cc1)N1CCCC(C(=O)N2CCCCC2)C1 (stereo not given) | / | 0.2 | -1.2 | -8.7 | -3.0 | 1.2 | 1.1 | -5.7
COc1ccc(-c2cc(C(=O)Nc3cc(S(=O)(=O)N4CCOCC4)ccc3N3CCOCC3)c3ccccc3n2)cc1 | 3.4 | -3.0 | -0.8 | / | / | -17.5 | 40.4 | 4.6
NC(=O)c1ccc(NC(=O)COC(=O)/C=C/c2cn(-c3ccccc3)nc2-c2cccnc2)cc1 | 4.7 | 2.8 | 0.8 | 1.9 | -3.2 | 2.1 | -7.5 | 4.0
Cc1cc([N+](=O)[O-])nn1CCCC(=O)NC(C)c1ccccc1 (stereo not given) | 1.7 | -4.4 | 1.0 | 15.5 | 2.7 | 4.2 | 1.6 | 12.9
Cc1[nH]n(-c2ccccc2)c(=O)c1C(c1cccc([N+](=O)[O-])c1)c1c(C)[nH]n(-c2ccccc2)c1=O | -3.6 | 8.7 | -3.2 | / | -0.3 | / | 43.6 | 7.1
COc1ccc(S(=O)(=O)Nc2ccccc2-c2nc3ccccc3[nH]c2=O)cc1 | -17.0 | -1.0 | 0.2 | 0.4 | -0.9 | -15.0 | -4.8 | 1.3
CCC(=O)c1ccc(OCC(=O)Nc2ccccc2C(=O)N2CCCCC2)cc1 | -3.2 | -6.5 | -2.8 | -1.0 | -2.4 | 1.2 | -7.2 | 15.5
CN1CCN(c2oc(Cc3cccc4ccccc34)nc2C#N)CC1 | 1.2 | 2.7 | 1.5 | -4.8 | 4.7 | 6.7 | -1.4 | -2.4
O=[N+]([O-])c1cccc(NC(=S)N2CCN(S(=O)(=O)c3ccccc3)CC2)c1 | / | -2.4 | 1.9 | -2.4 | / | 3.5 | 7.0 | 7.3
COC(=O)c1cc(S(=O)(=O)NCC2CCN(Cc3ccccc3F)CC2)c[nH]1 | / | -10.9 | -2.6 | 5.7 | 0.2 | 11.8 | -4.4 | -4.7
Cn1cc(/C=C2\SC(=S)N(NC(=O)c3cccc(Cl)c3)C2=O)c2ccccc21 | -5.7 | 29.9 | -0.8 | / | 0.4 | -3.9 | 14.5 | 2.8
O=C(NC1CCCC1)C(c1ccncc1)N(C(=O)c1csnn1)c1ccc(F)cc1 (stereo not given) | -0.6 | 2.2 | -2.4 | 1.5 | -4.0 | -5.2 | 3.8 | -6.5
C=CCNC(=O)c1ccsc1N | 10.7 | 57.7 | / | / | / | / | 3.6 | 6.6
CO[C@@H]1CN(C)C(=O)c2cc(NC(=O)NC(C)C)ccc2OC[C@@H](C)N(CCC(F)(F)F)C[C@@H]1C | 5.6 | / | / | 6.5 | / | 3.2 | 1.5 | -14.9
COc1cc(C(=O)C(=O)N2CCN(c3ccccc3)CC2)cc2ccccc12 | -6.7 | -2.6 | / | / | 4.1 | / | -3.6 | -19.0
CCCn1c(=N)c(C(=O)NCc2ccc3c(c2)OCO3)cc2c(=O)n3cccc(C)c3nc21 | 3.7 | -5.8 | 1.8 | -2.6 | / | 0.2 | / | -11.0
C[C@H]1CN([C@@H](C)CO)C(=O)c2cccc(NC(=O)Nc3cccc4ccccc34)c2O[C@H]1CN(C)S(=O)(=O)c1ccccc1 | -1.7 | -14.5 | 2.8 | -0.5 | / | -2.9 | -3.6 | 5.2
COc1ccc(NC(=O)CCCn2nc(C)c3c(C)n(-c4ccccc4)nc3c2=O)cc1OC | / | -3.5 | -2.4 | -3.7 | -0.1 | -1.9 | 13.7 | -9.7
Cn1cnc(S(=O)(=O)N[C@H]2CC[C@H](CC(=O)Nc3ccc(-c4ccccc4)cc3)O[C@H]2CO)c1 | -2.5 | -0.3 | 0.5 | 0.7 | / | 0.3 | -1.2 | 27.2
O=C(CCl)N1c2ccccc2CCc2ccccc21 | 83.9* | -0.2 | 2.0 | -0.5 | 8.2 | -2.9 | 17.1 | 14.0
COc1ccc(OCC(=O)OC(C)CN2CCOCC2)cc1 (stereo not given) | / | / | / | 0.5 | 4.4 | -1.3 | 2.8 | /
COc1ccc(CN2C(=O)c3cccc4cccc(c34)C2=O)cc1 | -8.4 | 0.1 | 2.6 | -1.2 | -0.6 | 0.3 | -4.0 | -1.9
Nc1cc2c(cc1C(=O)c1cccc(Br)c1)OCCO2 | / | / | / | / | 5.6 | 3.4 | -14.0 | -14.8
CCC(C(=O)N1CCN(S(=O)(=O)c2ccc(F)cc2)CC1)c1ccccc1 (stereo not given) | -2.8 | -1.7 | -4.9 | 2.9 | 0.4 | -9.3 | 18.3 | -23.1
Cc1ccc(-c2ccc([C@@H]3[C@H]4CN(C(=O)c5ccc(F)cc5)CCCCN4[C@H]3CO)cc2)cc1 | -8.2 | / | / | 2.2 | / | -9.5 | 13.2 | -0.1
COc1ccc2c3c(n(C)c2c1)[C@@H](CO)N(CC1CC1)CC31CN(C(C)=O)C1 | 12.5 | 0.7 | 2.1 | / | / | / | / | -1.1
COCCNC(=O)C[C@H]1CC[C@@H](NS(=O)(=O)c2ccc(C)cc2)[C@@H](CO)O1 | -3.6 | 7.2 | -2.2 | 2.0 | 1.1 | -2.9 | -6.2 | 3.5
O=C(O)C1CC=CCC1C(=O)NNc1ccccc1 (stereo not given) | -1.4 | -2.2 | -5.6 | / | 15.8 | -0.3 | 7.5 | 16.6
COC(=O)C1=C(Nc2cc(Cl)cc(Cl)c2)CSC1 | -4.4 | -3.1 | -1.6 | 2.6 | -0.5 | 0.4 | 2.1 | -7.7
COc1ccc(-c2c(C#Cc3ccsc3)c3cc(-c4ccc5cc[nH]c5c4)ccc3n2C)cc1 | -38.8 | -3.8 | / | -1.2 | -6.1 | / | -35.6 | 3.1
C[C@@H]1CN([C@@H](C)CO)C(=O)Cc2cc(NS(=O)(=O)c3cccs3)ccc2O[C@H]1CN(C)S(=O)(=O)c1ccccc1 | -2.9 | 6.1 | -0.3 | 1.2 | / | 0.4 | 12.6 | -7.5
O=C(CC1SC(N2CCOCC2)=NC1=O)Nc1ccccc1Cl (stereo not given) | 1.6 | 3.1 | 0.2 | 4.0 | 8.5 | 1.7 | 1.0 | -1.8
CC(=NCCc1c(C)[nH]c2ccc(OC(F)(F)F)cc12)C1=C(O)CC(c2ccccc2)CC1=O (stereo not given) | 35.0 | -3.6 | -2.2 | / | 0.8 | / | -15.2 | 17.9
O=C(Oc1ccc(Cl)c2cccnc12)N1CCCCCC1 | / | 0.5 | -0.6 | -1.1 | / | / | / | -10.4
CC(NC(=O)COC(=O)CN1C(=O)NC2(CCCC2)C1=O)c1ccc(F)cc1 (stereo not given) | -2.4 | -4.9 | -0.9 | 2.3 | -1.0 | 1.0 | -2.8 | 7.9
O=C(NC12CC3CC(CC(C3)C1)C2)N1CCC(O)(c2ccc3c(c2)OCO3)CC1 | / | / | / | 1.2 | 8.0 | -6.2 | / | 6.5
Cc1csc(=O)n1CCC(=O)OCC(=O)Nc1ccc(C(N)=O)cc1 | -1.7 | 0.7 | -0.7 | 1.5 | -8.8 | / | 3.9 | 8.8

Compound profiles, as listed above. Order of values: EWS-Fli inh	S100A4 inh HTS	ERAP1 inh	PglD DTNB	FN deposit inh	PGC1a acetyl inh	PAX8 reporter	LGR2 antag
Cc1csc(=O)n1CCC(=O)OCC(=O)Nc1ccc(C(N)=O)cc1 as listed: -1.7	0.7	-0.7	1.5	-8.8	/	3.9	8.8
COCCNC(=O)C[C@H]1CC[C@@H](NS(=O)(=O)c2ccc(C)cc2)[C@@H](CO)O1 as listed: -3.6	7.2	-2.2	2.0	1.1	-2.9	-6.2	3.5

More compounds.
SMILES | EWS-Fli inh | S100A4 inh HTS | ERAP1 inh | PglD DTNB | FN deposit inh | PGC1a acetyl inh | PAX8 reporter | LGR2 antag
CCOCC(=O)Nc1ccc([N+](=O)[O-])cc1OC | 0.5 | 2.0 | 3.3 | -8.3 | 5.2 | -2.4 | 3.5 | -4.4
COc1ccc(S(=O)(=O)N(C)C[C@@H]2Oc3ccc(NC(=O)Nc4cccc5ccccc45)cc3C(=O)N([C@H](C)CO)C[C@@H]2C)cc1 | 3.4 | / | / | / | 4.7 | -7.0 | / | 1.6
C[C@@H]1CCCCO[C@@H](CN(C)S(=O)(=O)c2ccc(Cl)cc2)[C@H](C)CN([C@H](C)CO)C(=O)c2cc(NS(=O)(=O)c3cccs3)ccc2O1 | 15.8 | 1.5 | -0.7 | 0.5 | -6.1 | -3.6 | 70.4* | 3.4
CCC(=O)N1CC2(C1)[C@H](c1ccccc1)[C@H](CO)N2C(=O)c1ccccc1 | 4.4 | 3.5 | 1.8 | / | / | 7.7 | -6.1 | 3.4
C[C@@H]1CN([C@@H](C)CO)S(=O)(=O)c2ccc(-c3cccnc3)cc2O[C@@H]1CN(C)Cc1ccccn1 | -7.2 | -11.8 | 1.9 | 1.3 | -2.8 | 4.1 | / | 1.5
Cc1cccc(N2CC(C(=O)Nc3ccc(S(=O)(=O)Nc4nccs4)cc3)CC2=O)c1C (stereo not given) | 1.9 | -0.7 | 2.0 | 0.5 | 0.4 | / | 3.2 | -1.8
